CHOP inhibitor: blocks CHOP induction under ER stress. CHO-K1 CHOP-promoter luciferase, tunicamycin-induced, 15-18 h. inhibition, % at 10 µM. actives 3.8% (n = 220,000). AID 2732;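 active means compounds that reduced the stress-induced luciferase reporter signal by more than about 70% of percent inhibition, limit read from the data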;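 further: 0% = tunicamycin plus vehicle and 100% = wells without tunicamycin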
NPY Y1 blocker: NPY-Y1 (human) receptor antagonism. actives 1% (n = 200,000). inhibition, % at 3.6 µM. HEK293-CNG Y1 cells, membrane potential fluorescence; NPY at EC95, then isoproterenol;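 active means inhibition above the campaign mean inhibition of all tested compounds plus 3 SD, cut at about 20% in these data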;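 further: 0% = DMSO wells given NPY plus isoproterenol and 100% = isoproterenol alone without NPY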
Target sequence (P25929 whole entry, looked up): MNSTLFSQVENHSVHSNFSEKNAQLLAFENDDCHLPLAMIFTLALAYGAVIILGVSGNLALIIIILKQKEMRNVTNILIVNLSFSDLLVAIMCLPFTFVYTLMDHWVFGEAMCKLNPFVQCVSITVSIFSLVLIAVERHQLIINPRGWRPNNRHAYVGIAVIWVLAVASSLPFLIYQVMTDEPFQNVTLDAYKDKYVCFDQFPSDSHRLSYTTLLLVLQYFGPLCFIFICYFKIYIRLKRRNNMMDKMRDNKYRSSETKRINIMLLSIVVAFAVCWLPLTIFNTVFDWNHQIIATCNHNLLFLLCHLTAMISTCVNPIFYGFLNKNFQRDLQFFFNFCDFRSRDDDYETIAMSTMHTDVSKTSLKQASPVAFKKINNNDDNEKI
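Material: HEK293 cells co-expressing NPY Y1 receptor and cyclic-nucleotide gated channel. Timing: compound incubation 1 h at room temperature, readout 45 min post-stimulation. Signal: fluorescence, membrane potential probe.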
14-3-3 Bad inh: disrupts binding of bovine 14-3-3 zeta to phospho-Bad peptide; P63103; TR-FRET 14-3-3zeta/Dy647-pBad peptide displacement, 1 h; inhibition, % at 21.7 µM; actives 0.71% (n = 220,000);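 active means inhibition above about 70%, limit read from the data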;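 further: 0% = full 14-3-3 plus peptide FRET controls and 100% = background without 14-3-3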
PGE2 EP2 inh: EP2 receptor (human) inhibition; P43116; C6 glioma cells expressing human EP2, cAMP TR-FRET; cells stimulated with saturating PGE2; inhibition, % at 25 µM; actives 0.52% (n = 260,000);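 active means percent inhibition above 40 after rounding to a whole number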;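 further: rat C6 glioma host cells with rolipram phosphodiesterase inhibitor present; the protocol text gives 20 µM as final concentration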
PPC-1+TRAIL kill: kills PPC-1 cancer cells in the presence of TRAIL; PPC-1 cells + TRAIL, ATPLite viability luminescence; actives 0.41% (n = 220,000); cell killing (% activity), % at 4 µM;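 active means cell killing above 50% in the first pass at 4 µM, then a duplicate retest at 5 µM averaging 50% or more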;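 further: plate controls were cells with TRAIL plus DMSO for no effect and medium-only wells lacking cells for full effect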
NPY-Y1 PAM-ag: human NPY-Y1 potentiation or agonism, primary screen | AID 1304 | activation, % at 3.6 µM | NPY-Y1 expressing cells, potentiator/agonist activation | actives 0.37% (n = 220,000); in the data active means activation above about 33%, passing the limit was not always enough;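 further: cells stimulated with NPY at EC10 then isoproterenol at EC100; 0% = low agonist plus stimulus and 100% = saturating agonist plus stimulus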
TRPN1 ag: agonists of zebrafish TRPN1 channel | activation, % at 3 µM | HEK293 zebrafish TRPN1-YFP, Fluo-8 calcium fluorescence; 100% = response to 87 µM carbachol | actives 0.18% (n = 220,000);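 active means activation above its plate's cutoff, the mean activation of test wells on that plate plus 3 SD, cut at about 19% in these data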;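 further: 0% = DMSO alone and 100% = 87 µM carbachol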
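System: zebrafish TRPN1-YFP in HEK293 cells / Dosing: 3 µM single point / Timing: dye loading 1 h at 37 °C, then 30 min room temperature / Signal: Fluo-8 calcium fluorescence, excitation 470-495 nm, emission 515-575 nm / Read-out basis: percent activation from peak over basal fluorescence ratio, control-normalized / Control set: high carbachol 87 µM, low DMSO alone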
TRPML3 ag: agonists of human TRPML3 channel. Q8TDD5. HEK293 TRPML3-YFP, Fluo-8 calcium fluorescence; 100% = the carbachol control signal. activation, % at 3 µM. actives 0.29% (n = 220,000);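 active means activation above its plate's cutoff, the mean activation of the plate's test wells plus 3 SD, cut at about 12% in these data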;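 further: 0% = DMSO only wells and 100% = carbachol wells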
Target sequence (Q8TDD5 whole entry, looked up): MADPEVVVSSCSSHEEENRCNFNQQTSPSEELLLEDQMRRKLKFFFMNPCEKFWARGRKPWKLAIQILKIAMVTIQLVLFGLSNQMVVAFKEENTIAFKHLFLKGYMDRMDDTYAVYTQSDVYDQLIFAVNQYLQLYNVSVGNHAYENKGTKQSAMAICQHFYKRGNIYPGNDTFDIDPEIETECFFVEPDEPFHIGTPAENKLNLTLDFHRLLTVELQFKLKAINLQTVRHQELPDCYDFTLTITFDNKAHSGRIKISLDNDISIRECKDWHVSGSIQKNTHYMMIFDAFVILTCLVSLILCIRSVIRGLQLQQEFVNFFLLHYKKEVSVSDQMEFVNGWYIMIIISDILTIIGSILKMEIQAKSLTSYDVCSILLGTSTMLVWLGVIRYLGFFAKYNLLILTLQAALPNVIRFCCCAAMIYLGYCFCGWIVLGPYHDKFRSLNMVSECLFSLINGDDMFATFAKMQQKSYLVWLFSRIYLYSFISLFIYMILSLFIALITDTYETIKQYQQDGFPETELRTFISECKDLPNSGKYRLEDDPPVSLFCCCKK
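Test system: TRPML3-YFP stable HEK293 cells. Doses: single point at 3 µM. Incubation: dye loading 1 h 37 °C then 30 min ambient, 125 s read. Signal: Fluo-8 calcium dye fluorescence, ex 470-495, em 515-575 nm. Measure: percent activation from peak-to-basal fluorescence ratio, scaled between DMSO and carbachol.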
EP2 mod: EP2 receptor (human) modulation. P43116. EP2-expressing cells, cAMP HTRF FRET, PGE2 co-stimulation. induction, % at 25 µM. actives 0.83% (n = 260,000). AID 940;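 active means compounds whose cAMP rise, as percent of the full-agonist control response, exceeds 60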;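 further: rat C6 glioma line stably carrying human EP2 under a CMV promoter; the protocol text gives 20 µM as final concentration; 100% = response of wells given 1 µM PGE2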
* = called active by the depositor; / = no result given; & = joins results of further samples; [ ] = remark or other dose. Not all compounds are listed (hit frequency here may not be typical).

nr	Compound	CHOP inhibitor	NPY Y1 blocker	14-3-3 Bad inh	PGE2 EP2 inh	PPC-1+TRAIL kill
1	O=C(O)CN1CCN(Cc2ccccc2Cl)C1=O	/	-6	/	4	/
2	COC(=O)CN1C(=S)N(C)C(=O)C1CC(=O)Nc1ccccc1 (centres undefined)	-12	-2	4	8	12
3	CCN1CCC(=NNC(=O)c2ccco2)CC1	-10	-5	9	8	22
4	CN1C(C(=O)NCc2cccc(C(F)(F)F)c2)CC2Cn3c(nc4cc5ccccc5cc43)C21 (centres undefined)	25	/	4	9	-13
5	O=[N+]([O-])c1cccc(/C=C/c2nc3ccc([N+](=O)[O-])cc3[nH]2)c1	17	-3	68[fluorescence artefact?]	44*	15
6	c1ccn(-c2ccc(N3CCOCC3)cc2)c1	-34	5	-13	/	25
7	Cc1ccc(-c2nn(-c3ccccc3)cc2CSC(=N)N)cc1	60	13	-7	16	13
8	O=S1(=O)c2ccccc2N=NN1Cc1ccc(Cl)c(Cl)c1	-46	4	45[fluorescence artefact?]	45*	-1

nr	NPY-Y1 PAM-ag	TRPN1 ag	TRPML3 ag	EP2 mod
1	8	0.0	-0.2	/
2	-8	1.1	0.4	36
3	-12	0.2	0.8	16
4	/	/	/	-19
5	22	5.5	-0.6	-46
6	0	1.4	1.1	-6
7	-20	1.8	0.6	12
8	-10	1.9	1.0	-36

Carrying on.
nr	Compound	CHOP inhibitor	NPY Y1 blocker	14-3-3 Bad inh	PGE2 EP2 inh	PPC-1+TRAIL kill
9	Cc1occc1C(=O)Nc1sc2c(c1C(N)=O)CCC(C(C)(C)C)C2 (centres undefined)	59	-6	-17	19	-2
10	CCc1ccccc1NC(=O)N1C2CCCC1CC(NC(C)=O)C2 (centres undefined)	-24	-2	-13[fluorescence artefact?]	5&8	-13
11	COC(=O)CSc1ncnc2c1cnn2Cc1ccccc1	-7	1	6	5	7
12	CCN1C(=O)C(CC(=O)Nc2ccc(OC)cc2)N(CCN2CCOCC2)C1=S (centres undefined)	4	/	-3	21	11
13	CC(=O)N/C(=C\c1ccc(Cl)cc1)C(=O)O	10	/	-3	15	24
14	N#Cc1cc2c(nc1SCC(=O)Nc1sc3c(c1C#N)CCC3)CCCCC2	36	-2	-19[fluorescence artefact?]	21	2
15	COc1ccc(N(C)C(=O)CC2(CC(=O)O)CCCCC2)cc1	8	1	7	5	15
16	Cc1occc1C(=O)Nc1cc(=O)n(C)c(=O)n1C	-14	6	-5	16	14

nr	NPY-Y1 PAM-ag	TRPN1 ag	TRPML3 ag	EP2 mod
9	-40	0.7	0.6	-15
10	7	-0.1	0.6	-36&-4
11	1	-0.9	0.2	25
12	13	-0.3	1.2	2
13	3	1.9	0.3	4
14	2	-0.1	-0.5	38
15	11	-0.9	1.0	38
16	9	-0.2	0.7	14

Going on with the list:
nr	Compound	CHOP inhibitor	NPY Y1 blocker	14-3-3 Bad inh	PGE2 EP2 inh	PPC-1+TRAIL kill
17	CCOC(=O)CCSc1nnc(-c2cccnc2)n1-c1ccccc1OC	-23	-4	-1[fluorescence artefact?]	13	-7
18	CCOc1cc(C(=O)CCC(=O)OCC(=O)Nc2ccc(C)c(S(=O)(=O)N(C)C)c2)ccc1O	-13	0	2	12	8
19	Cn1c(CNC(=O)c2ccco2)nnc1SCC(=O)N1c2ccccc2Sc2ccccc21	14	4	11[fluorescence artefact?]	11	-3
20	Cc1ccc(N/C(CSC(N)=O)=N\S(=O)(=O)c2ccc(C)cc2)cc1	6	0	-5	11	4
21	COc1ccc(S(=O)(=O)N(C)CC(=O)N2CCN(C)CC2)cc1C	43	-1	-12[fluorescence artefact?]	9	15
22	O=C(CNC(=O)COc1ccccc1)NCc1ccccc1F	2	0	1	9	1
23	CC(C)(C)P(=O)(CO)c1ccccc1 (centres undefined)	58	3	0	3	27
24	COc1ccc(OCC(O)CNC(=O)c2ccccc2C(=O)O)cc1 (centres undefined)	14	4	-4[fluorescence artefact?]	12	3

nr	NPY-Y1 PAM-ag	TRPN1 ag	TRPML3 ag	EP2 mod
17	9	1.8	0.6	-4
18	-4	4.1	3.7	-17
19	-14	-0.7	-0.7	17
20	-6	-0.5	-0.3	33
21	-3	0.8	0.5	6
22	8	-1.4	0.1	17
23	-1	0.0	0.2	4
24	-37	-0.8	0.3	12

Next section
nr	Compound	CHOP inhibitor	NPY Y1 blocker	14-3-3 Bad inh	PGE2 EP2 inh	PPC-1+TRAIL kill
25	COC(=O)c1ccc(Sc2ccccc2NS(=O)(=O)c2ccc(OC)cc2)nc1	19	-1	-3	9	5
26	CN(C)c1nc(N)nc(CSc2nnnn2-c2ccc(F)cc2)n1	-10	4	23	3	-28
27	CC(=O)N1CCc2cc(S(=O)(=O)NCCN3CCC(C)CC3)ccc21	8	-1	-5	16	1
28	Cc1cc(OCCN2CC(C)OC(C)C2)ccc1[N+](=O)[O-] (centres undefined)	-13	10	17	2	10
29	Cc1ccccc1-c1ccc(C(=O)Nc2cccc(F)c2)o1	10	4	-4	24	2
30	Cc1cc(C)nc(SCc2nnc(SCC(=O)Nc3nccs3)n2Cc2ccco2)n1	20	1	-1	13	-4
31	COc1ccccc1N1CCN(C(=O)CCCn2nc(C)c([N+](=O)[O-])c2C)CC1	-10	2	1	2	33
32	COCC(=O)Nc1ccc(Br)c(C)c1	19	6	-3	6	1

nr	NPY-Y1 PAM-ag	TRPN1 ag	TRPML3 ag	EP2 mod
25	11	0.9	1.3	33
26	-18	-1.2	-0.5	2
27	-4	1.0	0.8	-13
28	1	0.8	0.5	-8
29	-22	0.0	0.0	-21
30	9	0.1	-0.3	14
31	2	-0.5	0.2	-7
32	6	0.5	0.7	-21

Values by screen from the entries so far:
TRPN1 ag, entries 25 to 32, in order: 0.9, -1.2, 1.0, 0.8, 0.0, 0.1, -0.5, 0.5
PPC-1+TRAIL kill, entries 25 to 32, in order: 5, -28, 1, 10, 2, -4, 33, 1

The list continues.
nr	Compound	CHOP inhibitor	NPY Y1 blocker	14-3-3 Bad inh	PGE2 EP2 inh	PPC-1+TRAIL kill
33	CN(C)c1cccc(NC(=O)CCc2ccccc2)c1	-20	-6	-7	10	5
34	Cc1ccc(S(=O)(=O)NC(=O)Nc2nc(-c3ccc(F)c(F)c3)cs2)cc1	2	/	-11	7	1
35	COCCn1nnnc1CN(CCc1ccccc1)Cc1cc2ccc(C)cc2[nH]c1=O	66	8	1	12	-13
36	CN(CC(=O)Nc1ccc(Cl)cc1)CC(=O)Nc1ccc(C(N)=O)cc1	-7	-3	-2	9	13
37	CC(C(N)=O)N1C(=O)c2cccc3cccc1c23 (centres undefined)	10	-3	2	7	-15
38	Cc1c(Cl)cccc1NC(=O)CN1CCC(NC(=O)C2CCCCC2)CC1	5	-3	-2[fluorescence artefact?]	16&6	9
39	CC(C)N(Cc1cn(C)nc1-c1cccc(Cl)c1)Cc1nccn1C	4	6	-4	7	12
40	Cc1ccccc1C(=O)NC(NC(=S)Nc1ccc(S(N)(=O)=O)cc1)C(Cl)(Cl)Cl (centres undefined)	-17	0	-3	10	4

nr	NPY-Y1 PAM-ag	TRPN1 ag	TRPML3 ag	EP2 mod
33	-14	0.9	0.6	-11
34	8	-0.4	-0.1	-9
35	-24	2.8	0.3	0
36	5	-0.2	1.0	-36
37	9	1.5	0.6	4
38	14	0.9	0.1	-23&-11
39	10	-1.8	1.5	25
40	2	-0.8	0.3	-3

(list continues)
nr	Compound	CHOP inhibitor	NPY Y1 blocker	14-3-3 Bad inh	PGE2 EP2 inh	PPC-1+TRAIL kill
41	CCn1nnnc1-c1ccc(OC)c(S(=O)(=O)NCCc2ccccc2)c1	-6	3	8	7	-2
42	C=CCn1c(SC)nnc1-c1ccc2ncccc2c1	-6	/	0	10	5
43	COC(=O)c1cc(COC(=O)c2nc3nccc(C)n3n2)oc1C	8	-2	-7	2	16
44	Cc1cccc(N(C(=O)c2csnn2)C(C(=O)NC(C)(C)C)c2cccs2)c1 (centres undefined)	14	2	-7	10	-16
45	COc1ccc(-c2nc(N)n(C(=O)c3ccco3)n2)cc1	7	-4	-3	4	13
46	CC1CCCC(NC(=O)Cn2cc3c(n2)CCCCC3)C1C (centres undefined)	50	7	-14	6	8
47	Cc1cc(C)c(S(=O)(=O)N2CCCOC2CNC(=O)C(=O)NCCc2c[nH]c3ccccc23)c(C)c1 (centres undefined)	36	-7	-29	1	5
48	Cc1ccc([N+](=O)[O-])cc1N=C(c1cccc([N+](=O)[O-])c1)N1CCOCC1	20	2	-4	13	13

nr	NPY-Y1 PAM-ag	TRPN1 ag	TRPML3 ag	EP2 mod
41	0	1.6	-0.4	-61
42	-21	1.6	0.9	9
43	2	-0.1	0.4	3
44	13	0.3	0.2	33
45	6	1.3	0.3	0
46	3	0.5	0.4	7
47	13	1.8	1.5	19
48	-9	0.0	-0.2	32

(list continues)
nr	Compound	CHOP inhibitor	NPY Y1 blocker	14-3-3 Bad inh	PGE2 EP2 inh	PPC-1+TRAIL kill
49	CC(=O)Nc1ccc(S(=O)(=O)N2CCN(CCCOc3cc(C)ccc3C)CC2)cc1	71*	2	-6	9	3
50	c1ccc2cc(OCCOCCOc3ccc4ccccc4c3)ccc2c1	15	/	-13	11	-4
51	COc1cc(OC)cc(C(=O)N2CCN(Cc3ccccc3[N+](=O)[O-])CC2)c1	0	6	30	4	1
52	C=CCn1c(SCC(=O)NC)nc2sc3c(c2c1=O)CCC3	2	0	-3	/	-11
53	CCOc1ccccc1CN1CCN(C2CCN(c3ccccc3F)CC2)CC1CCO (centres undefined)	34	7	-17	8	-4
54	O=C(NC1CC1)c1ccc2c(c1)NC(=O)c1ccccc1S2	27	0	16	6	4
55	COc1cc2c(cc1OC)CN(C(=O)c1cccs1)CC2	13	-3	5[fluorescence artefact?]	14	-15
56	CC/C(=N\O)c1ccc(O)c(OC)c1	-2	-2	9[fluorescence artefact?]	8	-22

nr	NPY-Y1 PAM-ag	TRPN1 ag	TRPML3 ag	EP2 mod
49	-2	0.5	0.6	-30
50	-19	0.8	0.8	-57
51	-10	-0.8	0.2	-11
52	4	0.0	0.7	-35
53	-14	-1.0	1.0	7
54	11	1.1	0.0	-28
55	-2	0.4	0.2	43
56	0	-0.1	0.3	4

Compound profiles, as listed above:
`COc1ccccc1N1CCN(C(=O)CCCn2nc(C)c([N+](=O)[O-])c2C)CC1` as listed: CHOP inhibitor = -10; NPY Y1 blocker = 2; 14-3-3 Bad inh = 1; PGE2 EP2 inh = 2; PPC-1+TRAIL kill = 33; NPY-Y1 PAM-ag = 2; TRPN1 ag = -0.5; TRPML3 ag = 0.2; EP2 mod = -7
`CC(=O)N/C(=C\c1ccc(Cl)cc1)C(=O)O` as listed: CHOP inhibitor = 10; NPY Y1 blocker = /; 14-3-3 Bad inh = -3; PGE2 EP2 inh = 15; PPC-1+TRAIL kill = 24; NPY-Y1 PAM-ag = 3; TRPN1 ag = 1.9; TRPML3 ag = 0.3; EP2 mod = 4

Screening results: PubChem BioAssay, several laboratories
